Source: PubChem BioAssay (Sanford-Burnham Center for Chemical Genomics)
hIAP act: increases human intestinal alkaline phosphatase activity | activation factor at 10 µM | AID 2524 | P09923 | purified human IAP, CDP-Star luminescence, 30 min; active compounds read high; 1 = vehicle-only enzyme, 0 = enzyme-free background | 0.16% of 330,000 active;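 active = activation factor of the enzyme at least 2-fold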; note: the source names both 10 and 20 µM as test concentration; values of inactives mirror those of a sister screen read the other way
tim10-1 inh: inhibits growth of tim10-1 mutant yeast; 2.2% of 330,000 active; inhibition, % at 20 µM; S. cerevisiae tim10-1 ts strain growth, BacTiter-Glo, 24 h; AID 463190;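 active = inhibition of at least 40%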;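 note: mutant grown at 25 °C; 0% = DMSO wells with yeast and 100% = wells holding no yeast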
mIAP inh: mouse IAP inhibition; purified mouse IAP, CDP-Star luminescence, 30 min; inhibition, % at 10 µM; 0.2% of 330,000 active; AID 2806;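 active = inhibition of at least 40% at 10 µM in the primary screen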;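 note: plate controls were DMSO with enzyme for no effect and no enzyme wells for full effect; values of inactives mirror those of a sister screen read the other way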
ATG4B inhibitor: blocks human ATG4B protease cleavage of LC3 substrate; AID 504462; inhibition, % at 8.33 µM; Q9Y4P1; ATG4B cleavage of LC3-PLA2, NBD-HPC fluorescence, 1 h; 0.51% of 340,000 active; in the data active = inhibition above about 40%
Target sequence (Q9Y4P1 whole entry, looked up): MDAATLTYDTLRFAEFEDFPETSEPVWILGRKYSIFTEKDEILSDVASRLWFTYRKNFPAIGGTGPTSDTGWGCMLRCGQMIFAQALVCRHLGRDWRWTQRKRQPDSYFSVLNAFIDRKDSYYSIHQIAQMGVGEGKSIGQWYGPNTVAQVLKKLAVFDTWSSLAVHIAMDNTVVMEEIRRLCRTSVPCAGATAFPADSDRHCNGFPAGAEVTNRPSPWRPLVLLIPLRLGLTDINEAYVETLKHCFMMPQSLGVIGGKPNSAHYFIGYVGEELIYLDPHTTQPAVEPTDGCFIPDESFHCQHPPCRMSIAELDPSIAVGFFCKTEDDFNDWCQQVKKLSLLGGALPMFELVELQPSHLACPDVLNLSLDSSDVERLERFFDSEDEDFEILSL
hIAP block: blocks human intestinal alkaline phosphatase; P09923; purified IAP, CDP-Star luminescence, 30 min; inhibition, % at 10 µM; 0.12% of 330,000 active;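 active = inhibition reaching a set limit with compound at 10 µM in the primary screen, cut at about 35% in these data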;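 note: plate controls were DMSO wells with enzyme for no effect and no-enzyme buffer wells for full effect; values of inactives mirror those of a sister screen read the other way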
mIAP act: increases mouse intestinal alkaline phosphatase activity; AID 2805; activation factor at 10 µM; 0.24% of 330,000 active; muIAP, CDP-Star luminescence, 30 min; active compounds read high; 1 = vehicle-only enzyme signal, 0 = enzyme-free wells;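 active = activation factor of at least 2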; note: the source names both 10 and 20 µM as test concentration; values of inactives mirror those of a sister screen read the other way
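Assay system: mouse IAP enzyme; reagent: chemiluminescent substrate CDP-Star; dosing: test compounds delivered from DMSO solution; schedule: 30 min at room temperature; measured by: luminescence from enzymatic CDP-Star hydrolysis; controls: DMSO-only wells and no-enzyme negative control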
NALP3 yeast inh: blocks the NALP3 inflammasome reconstituted in yeast | Yeast reconstituted NLRP3/ASC/caspase-1, beta-gal luminescence, 24 h | inhibition, % at 10 µM | 0.39% of 330,000 active | AID 2825;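 active = inhibition of 50% or more; inactive = inhibition below 50%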;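 note: plate controls were induced DMSO wells for no effect and uninduced yeast grown without galactose for full effect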
TIM10 inh: growth inhibitors of TIM10 yeast strain | S. cerevisiae TIM10 strain growth, BacTiter-Glo luminescence, 24 h | inhibition, % at 10 µM | 1.4% of 330,000 active;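 active = inhibition of 40% or more at the single tested concentration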;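 note: wild-type TIM10 isogenic control strain grown at permissive 25 °C; 0% = DMSO yeast wells and 100% = minimal medium wells without yeast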
Apaf-1 inh: human Apaf-1 inhibition; reconstituted apoptosome caspase-3 activity, DEVD-Rh110 fluorescence; inhibition, % at 20 µM; 0.71% of 330,000 active; AID 489030; active = inhibition of at least 40% at 20 µM;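 note: plate controls were DMSO wells for no effect and DEVD-CHO caspase inhibitor wells for full effect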
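Medium: Hepes buffer, pH 7.5 / System: biochemical Apaf-1 apoptosome reconstitution / Measured by: Rh110 fluorescence, excitation 480 nm, emission 540 nm / Times: compound with Apaf-1, dATP, procaspase-3 30 min, then 50 min reaction, room temperature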
The depositor's hits bear a star.

Keys: A = hIAP act; B = tim10-1 inh; C = mIAP inh; D = ATG4B inhibitor; E = hIAP block; F = mIAP act; G = NALP3 yeast inh; H = TIM10 inh; I = Apaf-1 inh
[1] O=C(CSc1nnnn1-c1ccccc1)Nc1nsc(-c2ccc(Cl)cc2)n1
  A: 0.82	B: 5	C: 2	D: -5	E: 18	F: 0.98	G: 16	H: -6	I: 11
[2] CC1CN(c2oc(-c3cccs3)nc2C#N)CC(C)O1 (centres undefined)
  A: 1.3	B: 12	C: -6	D: -3	E: -32	F: 1.1	G: -8	H: -8	I: 1
[3] COc1ccc(OCc2cc(C(=O)N3CCC(OC)CC3)no2)c2ccccc12
  A: 1.1	B: 19	C: 0	D: 17	E: -13	F: 1	G: 24	H: 28	I: 49*
[4] COc1ccc(-c2nc(C#N)c(NCC3CCCO3)o2)cc1 (centres undefined)
  A: 0.73	B: -11	C: 7	D: -3	E: 27	F: 0.93	G: 31	H: -31	I: -4
[5] CC1CCc2cc(F)ccc2N1C(=O)CN1C(=O)c2ccccc2C1=O (centres undefined)
  A: 0.94	B: 25	C: 5	D: -21	E: 6	F: 0.95	G: 10	H: 21	I: 1
[6] C=CCSc1n[nH]c(-c2cccs2)n1
  A: 1.2	B: 24	C: 1	D: 4	E: -16	F: 0.99	G: 25	H: -3	I: 2
[7] CSc1cccc2sc(NC(=O)C3=COCCO3)nc12
  A: 1	B: 16	C: 9	D: -13	E: 0	F: 0.91	G: 7	H: 14	I: 5
[8] COc1ccc(CCNC(=O)c2cc3sccc3n2C)cc1OC
  A: 0.97	B: 15	C: -10	D: 9	E: 3	F: 1.1	G: 9	H: 14	I: -2
[9] COC(=O)Cn1c(CN2CCOCC2)nc2c1c(=O)n(C)c(=O)n2C
  A: 0.96	B: -17	C: 9	D: -20	E: 4	F: 0.91	G: 5	H: -10	I: -18
[10] COC(=O)C(O)(CC(=O)c1ccc(OC)cc1)C(F)(F)F (centres undefined)
  A: 0.89	B: 13	C: 8	D: 1	E: 11	F: 0.92	G: -27	H: -3	I: -10
[11] O=C(COC(=O)C1C2CC3OC(=O)C1C3C2)Nc1cccc(Cl)c1 (centres undefined)
  A: 0.89	B: 7	C: -12	D: 2	E: 11	F: 1.1	G: 11	H: -6	I: 3
[12] O=C(CC1C(=O)NCCN1C(=O)c1ccccc1)Nc1cc(Cl)ccc1Cl (centres undefined)
  A: 0.74	B: 5	C: 8	D: 3	E: 26	F: 0.92	G: 17	H: 4	I: 5
[13] O=C(CSc1nnc(-c2ccncc2)o1)Nc1ccccc1Cl
  A: 1.3	B: -4	C: 10	D: -2	E: -27	F: 0.9	G: 10	H: 1	I: -5
[14] COc1ccc(OCc2nnc(SCC(=O)N3CCOCC3)o2)cc1
  A: 0.99	B: 7	C: -2	D: -19	E: 1	F: 1	G: 23	H: -1	I: -2
[15] COc1cc(S(=O)(=O)Nc2ccncc2)ccc1F
  A: 0.94	B: 5	C: 6	D: -5	E: 6	F: 0.94	G: 2	H: 19	I: -10

Numbers 7–15, quoted:
Keys: A = hIAP act; B = tim10-1 inh; C = mIAP inh; D = ATG4B inhibitor; E = hIAP block; F = mIAP act; G = NALP3 yeast inh; H = TIM10 inh; I = Apaf-1 inh
[7] CSc1cccc2sc(NC(=O)C3=COCCO3)nc12
  A: 1	B: 16	C: 9	D: -13	E: 0	F: 0.91	G: 7	H: 14	I: 5
[8] COc1ccc(CCNC(=O)c2cc3sccc3n2C)cc1OC
  A: 0.97	B: 15	C: -10	D: 9	E: 3	F: 1.1	G: 9	H: 14	I: -2
[9] COC(=O)Cn1c(CN2CCOCC2)nc2c1c(=O)n(C)c(=O)n2C
  A: 0.96	B: -17	C: 9	D: -20	E: 4	F: 0.91	G: 5	H: -10	I: -18
[10] COC(=O)C(O)(CC(=O)c1ccc(OC)cc1)C(F)(F)F (centres undefined)
  A: 0.89	B: 13	C: 8	D: 1	E: 11	F: 0.92	G: -27	H: -3	I: -10
[11] O=C(COC(=O)C1C2CC3OC(=O)C1C3C2)Nc1cccc(Cl)c1 (centres undefined)
  A: 0.89	B: 7	C: -12	D: 2	E: 11	F: 1.1	G: 11	H: -6	I: 3
[12] O=C(CC1C(=O)NCCN1C(=O)c1ccccc1)Nc1cc(Cl)ccc1Cl (centres undefined)
  A: 0.74	B: 5	C: 8	D: 3	E: 26	F: 0.92	G: 17	H: 4	I: 5
[13] O=C(CSc1nnc(-c2ccncc2)o1)Nc1ccccc1Cl
  A: 1.3	B: -4	C: 10	D: -2	E: -27	F: 0.9	G: 10	H: 1	I: -5
[14] COc1ccc(OCc2nnc(SCC(=O)N3CCOCC3)o2)cc1
  A: 0.99	B: 7	C: -2	D: -19	E: 1	F: 1	G: 23	H: -1	I: -2
[15] COc1cc(S(=O)(=O)Nc2ccncc2)ccc1F
  A: 0.94	B: 5	C: 6	D: -5	E: 6	F: 0.94	G: 2	H: 19	I: -10

Further compounds follow:
Keys: A = hIAP act; B = tim10-1 inh; C = mIAP inh; D = ATG4B inhibitor; E = hIAP block; F = mIAP act; G = NALP3 yeast inh; H = TIM10 inh; I = Apaf-1 inh
[16] O=C(/C=C/c1ccc(Br)cc1)NC1CCCCCC1
  A: 0.92	B: 21	C: -1	D: 4	E: 8	F: 1	G: 13	H: -10	I: 2
[17] Cc1ccc(C)c(S(=O)(=O)Nc2cc(C)on2)c1
  A: 1	B: 5	C: -3	D: -1	E: 0	F: 1	G: -20	H: 12	I: 1
[18] O=C(CNC(=O)Cc1ccccc1)NCC(=O)OCc1ccccc1
  A: 1	B: 1	C: 5	D: 2	E: -4	F: 0.95	G: 2	H: 5	I: -5
[19] Cc1cc(Cl)ccc1NC(=O)CCC(=O)N/N=C/c1cccnc1
  A: 1.1	B: -5	C: -1	D: 5	E: -6	F: 1	G: 12	H: 6	I: -3
[20] Cc1ccc(SCc2cc(=O)n(C)[nH]2)cc1
  A: 0.98	B: 31	C: -3	D: 2	E: 2	F: 1	G: -1	H: 18	I: 16
[21] COc1ccc(/C=C/C(=O)NC(=S)Nc2cc3oc4ccccc4c3cc2OC)cc1
  A: 1.1	B: 12	C: 9	D: 6	E: -8	F: 0.91	G: 12	H: -5	I: -12
[22] CC1Cc2ccccc2N1S(=O)(=O)c1cnc(Cl)c(Br)c1 (centres undefined)
  A: 0.93	B: -15	C: 6	D: -7	E: 7	F: 0.94	G: 1	H: -29	I: -12
[23] Cc1ccc(C(=O)NNC2=Nc3cc([N+](=O)[O-])ccc3OC2)cc1
  A: 1.7	B: 3	C: -16	D: -1	E: -72	F: 1.2	G: 0	H: -9	I: -1
[24] CC(=O)Cc1nsc(NC(=O)c2cccc(F)c2)n1
  A: 0.75	B: 27	C: 0	D: -7	E: 25	F: 1	G: -1	H: 50*	I: -17
[25] Fc1ccc(NC(=S)N2CCc3[nH]c4ccccc4c3C2)cc1
  A: 0.89	B: 1	C: 2	D: -6	E: 11	F: 0.98	G: 16	H: -16	I: 11
[26] CC(=O)NC1C(=O)N=C(SCC(=O)Nc2ccc(C(F)(F)F)cc2Cl)NC1=O (centres undefined)
  A: 1	B: -7	C: 7	D: 0	E: -2	F: 0.93	G: 5	H: 1	I: -3
[27] O=C(O)C(=O)Nc1ccc(NC(=O)C(c2ccccc2)c2ccccc2)cc1
  A: 1.1	B: 21	C: 2	D: 0	E: -12	F: 0.98	G: 9	H: 0	I: 13
[28] O=C(NCc1ccco1)c1ccc(S(=O)(=O)N2CCOCC2)cc1
  A: 0.94	B: 7	C: 20	D: -12	E: 6	F: 0.8	G: 6	H: 9	I: 1
